MITF primary – human MITF inhibition, primary screen; O75030; AID 1259374; inhibition, % at 2.6 µM; AlphaScreen MITF homodimerization, bead proximity signal; 0.91% of 650,000 active; in the data active = inhibition above about 50%;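 note: 0% = vehicle wells with protein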
Target sequence (O75030 whole entry, looked up): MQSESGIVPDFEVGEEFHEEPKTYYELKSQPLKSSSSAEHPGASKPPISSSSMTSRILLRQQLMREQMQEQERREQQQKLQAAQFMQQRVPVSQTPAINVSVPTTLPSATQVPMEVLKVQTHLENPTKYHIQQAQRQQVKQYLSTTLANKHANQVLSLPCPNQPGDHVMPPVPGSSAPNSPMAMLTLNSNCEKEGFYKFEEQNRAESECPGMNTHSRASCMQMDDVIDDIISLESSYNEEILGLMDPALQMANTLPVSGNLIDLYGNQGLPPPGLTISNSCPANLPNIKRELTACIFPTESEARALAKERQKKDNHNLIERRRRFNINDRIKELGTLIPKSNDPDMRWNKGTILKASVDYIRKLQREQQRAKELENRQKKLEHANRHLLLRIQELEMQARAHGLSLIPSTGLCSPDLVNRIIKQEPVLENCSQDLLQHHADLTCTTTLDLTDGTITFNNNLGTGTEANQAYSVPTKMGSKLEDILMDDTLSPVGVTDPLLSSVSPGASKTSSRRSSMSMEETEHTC
TEAD-YAP inh – TEAD-YAP interaction inhibition; 1.4% of 640,000 active; inhibition, % at 9.12 µM; HEK-TIYL cells, TEAD-Gal4/YAP UAS-luciferase luminescence; in the data active = inhibition above about 32%;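 note: 0% = median of test compound wells and 100% = reference inhibitor wells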
GPR151 ag – activates the human receptor GPR151. 1% of 650,000 active. activation, % at 11.2 µM. AID 1508602. PathHunter beta-arrestin GPR151 cells, luminescence. Q8TDV0; in the data active = activation above about 4.9%;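 note: 0% = median of compound wells and 100% = cells with positive control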
Target sequence (Q8TDV0 whole entry, looked up): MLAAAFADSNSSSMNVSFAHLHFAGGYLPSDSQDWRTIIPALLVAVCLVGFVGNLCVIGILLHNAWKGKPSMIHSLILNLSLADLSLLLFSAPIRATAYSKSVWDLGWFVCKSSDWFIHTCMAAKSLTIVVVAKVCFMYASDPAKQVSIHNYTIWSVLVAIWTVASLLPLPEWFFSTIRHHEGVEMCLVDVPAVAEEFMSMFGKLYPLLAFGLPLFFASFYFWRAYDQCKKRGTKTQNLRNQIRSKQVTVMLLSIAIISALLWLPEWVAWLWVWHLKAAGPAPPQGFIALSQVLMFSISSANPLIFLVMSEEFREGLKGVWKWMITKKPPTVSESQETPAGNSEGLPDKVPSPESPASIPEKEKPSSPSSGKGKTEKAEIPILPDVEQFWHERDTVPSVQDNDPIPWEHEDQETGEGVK
FBW7 activator – activators of human E3 ligase FBW7 | Q969H0 | AlphaScreen FBW7–phospho-cyclin E peptide binding, activator screen | normalized activity (activation), % at 26.1 µM | 0.13% of 650,000 active | AID 1259310; in the data active = normalized activity above about 1.9%;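 note: purified mutant Fbw7 with reduced substrate affinity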
An asterisk follows results filed as active.

entry	smiles	MITF primary	TEAD-YAP inh
1	CCCCCC1CCC(c2ccc(C(=O)Nc3nc4ccccc4s3)cc2)CC1 (stereo not given)	-2	5
2	O=c1c(F)cn(C2CCCO2)c(=O)n1Cc1ccccc1F (stereo not given)	-9	-7
3	CC(=O)C1=C(C)NC(SCc2ccccc2F)=C(C#N)[C@@H]1c1ccccc1[N+](=O)[O-]	11	-2
4	CC(=O)N1N=C(c2ccncc2)OC1(C)CC(=O)Nc1ccccc1 (stereo not given)	10	-3
5	CC(=O)NCCC1CCCCN1Cc1nc(C2(c3ccc(C)cc3)CCCC2)no1 (stereo not given)	9	-4
6	Cc1ccc(CCNC(=O)c2cc3c(s2)CSC3)cc1	11	-8
7	CCC(C)C1N=C2c3ccccc3N=C(SCc3cc(=O)n4cc(Br)ccc4n3)N2C1=O (stereo not given)	18	-5
8	Cc1ccc(C(=O)Nc2ccc(S(=O)(=O)Nc3nccc(C)n3)cc2)cc1	7	0
9	CCCOc1cc(Cl)c(C=O)cc1OCC	-7	-5
10	Fc1ccc(C2CCCN2Cc2nc(-c3ccc4c(c3)OCO4)no2)cc1 (stereo not given)	-16	-12
11	O=[N+]([O-])c1ccc(S(=O)(=O)NCc2ccc3[nH]c4c(c3c2)CCCC4)cc1	12	-17
12	C/C(=N\NC(N)=O)c1ccc(Cl)s1	-2	1

entry	GPR151 ag	FBW7 activator
1	0.0	-0.1
2	3.6	-0.3
3	0.2	-0.1
4	-1.3	0.1
5	-2.6	-0.1
6	1.3	-0.1
7	-0.7	-0.1
8	-0.4	0.3
9	-1.1	0.1
10	-2.2	0.2
11	-1.2	0.2
12	-0.8	0.2

Later entries:
entry	smiles	MITF primary	TEAD-YAP inh
13	Cc1ccc(CN2CCN3C(=O)[C@H](CC(C)C)NC(=O)[C@H]3C2)s1	10	4
14	O=C(NC(c1ccccn1)c1cccs1)C1CCN(C(=O)C2CCCCC2)CC1 (stereo not given)	-16	2
15	O=c1[nH]cnc2[nH]c(=S)[nH]c12	7	-5
16	O=C(C1CCCCC1)N1CCN(S(=O)(=O)c2ccc(Br)cc2)CC1	-6	-4
17	CSc1ccc(/C=N/NS(=O)(=O)c2cccc([N+](=O)[O-])c2)cc1	3	-3
18	CN1C(=O)c2cccc(NC(=O)c3ccco3)c2C1=O	-5	0
19	C=CCOC(=O)/C(=C\c1cccc([N+](=O)[O-])c1)NC(=O)c1ccc(Br)o1	-4	-18
20	CC1CCN(S(=O)(=O)c2cc(C(=O)Nc3ccc(Br)cc3)ccc2F)CC1	2	17
21	COc1cccc(N2CCN(C(=O)CN3C(=O)CCc4ccccc43)CC2)c1	9	-5
22	CCOC(=O)CSc1ccc(C(=O)N2CCN(C(=O)OCC)CC2)cc1[N+](=O)[O-]	-4	2
23	O=C1OC(c2ccccc2Br)=N/C1=C\c1cc2c(cc1Cl)OCO2	1	-2
24	Nc1nnc(C(=O)c2ccccc2N)s1	12	-38

entry	GPR151 ag	FBW7 activator
13	-0.4	0.1
14	0.9	-0.6
15	-0.4	-0.1
16	0.7	-0.2
17	-0.1	0.1
18	-1.7	-0.1
19	-1.2	-0.2
20	-0.7	-0.1
21	-2.6	0.1
22	-0.2	-0.1
23	-0.8	0.0
24	-2.5	0.1

Later entries
entry	smiles	MITF primary	TEAD-YAP inh
25	Cc1ccccc1C(=O)NCCN1CCCCC1	12	-10
26	COc1ccc(/C(O)=C2/C(=O)C(=O)N(CCCN(C)C)C2c2ccccc2)c(C)c1 (stereo not given)	6	9
27	O=C1c2cccc([N+](=O)[O-])c2C(=O)N1CN1CCN(c2cccc(C(F)(F)F)c2)CC1	2	13
28	CCOC(=O)c1ccc(N2CCN(c3ccc(OC)cc3)CC2)c([N+](=O)[O-])c1	10	-2
29	COc1ccc(C2C(C#N)=C(C)NC3=C2C(=O)CCC3)c(OC)c1OC (stereo not given)	-13	-4
30	O=C(Nc1ccc(C(F)(F)F)cc1)c1cc(S(=O)(=O)N2CC3CC(C2)c2cccc(=O)n2C3)ccc1F (stereo not given)	-5	14
31	O=C(NCc1ccccc1)NCc1cccs1	6	-25
32	CCOC(=O)CCCNC(=O)CCNC(=O)c1ccc(OC)cc1	1	-8
33	CCOc1cc(/C=C2/C(=N)N3OC(C)=CC3=NC2=O)ccc1OC(=O)c1ccco1	11	18
34	Cc1ccc2nc(SCC(=O)Nc3ccc([N+](=O)[O-])cc3)[nH]c2c1	14	0
35	COc1ccc(N2CC(C(=O)OCC(=O)Nc3cccc(Cl)c3)CC2=O)cc1 (stereo not given)	17	5
36	CNC(=O)c1ccc(CS(=O)(=O)c2ccc(Cl)cc2)o1	3	0

entry	GPR151 ag	FBW7 activator
25	4.6	0.9
26	0.6	0.0
27	-2.0	0.2
28	0.6	-0.5
29	-0.9	0.4
30	-1.2	0.6
31	0.3	0.0
32	0.0	-0.1
33	0.9	-0.1
34	-0.3	1.6
35	-0.1	0.1
36	-0.4	-0.1

Next results.
entry	smiles	MITF primary	TEAD-YAP inh
37	CC(=O)OCCN1C(=O)c2ccc3c4c(ccc(c24)C1=O)C(=O)N(CCOC(C)=O)C3=O	2	-4
38	CCOc1cc(C=C2C(=O)NC(=S)NC2=O)cc(I)c1O	4	-20
39	c1ccc(C2=NN3C(C2)c2ccccc2OC3c2cccnc2)cc1 (stereo not given)	-5	-36
40	COC(CNC(=O)c1c[nH]c2ccc(S(=O)(=O)N(C)c3ccc(F)cc3)cc2c1=O)OC	0	5
41	CCOC(=O)c1c(NC(=O)CCN2C(=O)c3cccc4cccc(c34)C2=O)sc2c1CCC2	-1	-7
42	NS(=O)(=O)c1ccc(NN=C2CCC(c3ccccc3)CC2)c([N+](=O)[O-])c1 (stereo not given)	4	-4
43	Cc1nccn1Cc1cccc2ccccc12	-3	-8
44	CCN1CC2CCCC3(C1)C(=O)NC1(CCCCC1)N=C23 (stereo not given)	-5	5
45	CCOc1ccc(/C(O)=C2/C(=O)C(=O)N(Cc3cccnc3)C2c2ccc(C(C)(C)C)cc2)c(C)c1 (stereo not given)	11	16
46	Fc1ccc(NC(=S)N2CCn3cccc3C2c2cccnc2)cc1 (stereo not given)	-13	-10
47	CCN(CC)c1ccc(C2C(C(=O)OC(C)C)=C(C)NC3=C2C(=O)CC(c2ccc(Cl)cc2)C3)cc1 (stereo not given)	4	7
48	COc1ccc(CC(=O)NCCN2Cc3cc(C)ccc3OC(C)C2)cc1 (stereo not given)	17	10

entry	GPR151 ag	FBW7 activator
37	1.3	0.1
38	-1.5	0.0
39	-0.1	0.0
40	0.8	-0.2
41	-1.3	0.1
42	-0.9	-0.1
43	0.4	-0.1
44	0.5	-0.1
45	-0.9	-0.1
46	1.8	0.3
47	1.6	0.0
48	-0.8	0.3

Additional entries
entry	smiles	MITF primary	TEAD-YAP inh
49	O=C(Nc1cccc2ccccc12)c1ccc2c(c1)C(=O)N(c1ccc(I)cc1)C2=O	-8	2
50	Cn1c(N2CCCC(C(=O)Nc3ncn[nH]3)C2)nc2ccccc21 (stereo not given)	-24	0
51	Nc1nc2c(c3c1c(=O)oc1ccccc13)CCCC2	5	-4
52	O=C(Nc1ccc(Br)cc1C(=O)O)c1cccs1	6	6
53	COc1ccc2cc(C)c3nnc(SCC(=O)Nc4nc(C)cs4)n3c2c1	23	2
54	OCCNCCCOc1ccc(I)cc1	-5	16
55	CCN(CC)S(=O)(=O)c1ccc(C(=O)N=c2sc3cccc(OC)c3n2CC)cc1	-6	-2
56	COC(=O)C1=C(C)N(C)C(=S)NC1c1cccs1 (stereo not given)	9	-1
57	O=c1c2sc3ccccc3c2[nH]c(=S)n1-c1ccccc1	9	2
58	Cc1cc(NC2CCN(Cc3ccccc3)CC2)nc(NCCN2CCOCC2)n1	-12	5
59	O=C(NCCO)C(=O)NCC1COc2ccccc2O1 (stereo not given)	4	1
60	CCC(CC)NC(=O)C1C(=O)N(C)C2(C)CC1c1ccccc1O2 (stereo not given)	15	4

entry	GPR151 ag	FBW7 activator
49	0.0	-0.1
50	0.5	0.1
51	-0.7	-0.2
52	-1.2	0.2
53	0.3	0.3
54	-2.3	-0.1
55	1.2	-0.1
56	-0.6	-0.1
57	0.8	0.0
58	1.2	-0.1
59	0.1	0.1
60	-1.8	0.4

Remaining list, next part
entry	smiles	MITF primary	TEAD-YAP inh
61	O=C1NC(=Nc2ccccc2O)CS1	-7	-10
62	O=C(NCc1nnc2n1CCN(C1CCSCC1)CC2)c1c(F)cccc1F	18	6
63	c1ccc2c(c1)oc1c(N3CCCCCC3)ncnc12	-15	-12
64	CC(=O)c1cccc(-n2c(O)c(C3=c4cc(F)ccc4=NC3=O)sc2=S)c1	-13	-31
65	CCC(C)NCCOCCOc1ccc(Br)cc1 (stereo not given)	26	4
66	O=c1[nH][n+](-c2cccc(F)c2)no1	0	7
67	Cc1onc(-c2ccccc2Cl)c1C(=O)Nc1ccc(Cl)cc1Cl	-3	4
68	OCCOc1cccc(CN2CCCC(c3ccnc(SCCN4CCCC4)n3)C2)c1 (stereo not given)	-7	-3
69	CCc1ccccc1NC(=O)CSc1nc2c(sc(=S)n2-c2ccccc2C)c(=O)n1-c1ccccc1	-5	-8
70	Cc1ccc(CCNC(=O)c2c(N)[nH]n3c(=O)c4ccccc4nc23)cc1	4	35*
71	O=C1CC(Nc2ccc3ccccc3c2)C(=O)N1c1cccc2ccccc12 (stereo not given)	9	4
72	COC(=O)c1ccc(N2C(=O)c3ccc(C(=O)Nc4ccccc4OC)cc3C2=O)cc1	0	-1

entry	GPR151 ag	FBW7 activator
61	-2.4	0.1
62	-2.1	0.2
63	0.2	-0.1
64	-0.8	-0.4
65	1.2	-0.1
66	-0.9	0.0
67	1.5	0.1
68	0.8	0.1
69	2.4	-0.1
70	-0.8	0.0
71	-0.4	-0.1
72	1.6	-0.2

In a second layout: results already given.
Screens in order – MITF primary	TEAD-YAP inh	GPR151 ag	FBW7 activator
64) CC(=O)c1cccc(-n2c(O)c(C3=c4cc(F)ccc4=NC3=O)sc2=S)c1
 : -13	-31	-0.8	-0.4
65) CCC(C)NCCOCCOc1ccc(Br)cc1 (stereo not given)
 : 26	4	1.2	-0.1

Among those listed so far, two have a cyano group:
entry	smiles	MITF primary	TEAD-YAP inh
3	CC(=O)C1=C(C)NC(SCc2ccccc2F)=C(C#N)[C@@H]1c1ccccc1[N+](=O)[O-]	11	-2
29	COc1ccc(C2C(C#N)=C(C)NC3=C2C(=O)CCC3)c(OC)c1OC (stereo not given)	-13	-4

entry	GPR151 ag	FBW7 activator
3	0.2	-0.1
29	-0.9	0.4

(cont.)
entry	smiles	MITF primary	TEAD-YAP inh
73	O=C(COc1ccc(Cl)cc1)N/N=C/c1cccc2cccnc12	10	14
74	CCOC(=O)C1=C(c2ccccc2)NC(=O)NC1c1cccs1 (stereo not given)	2	-5
75	CCCC/C=C/c1cnn2c(N3CCCCC3CCO)ccnc12 (stereo not given)	-6	2
76	Cc1ccc(S(=O)(=O)n2c(SCC(=O)NC3CCCCC3)nc3ccccc32)cc1	-5	0
77	CC(C)CN(C)C(=O)CC1(c2cccc(F)c2)CC(=O)N(C2CCCC2)C1=O (stereo not given)	5	-27
78	O=C(NCc1cccs1)c1ccc2c(c1)NC(=O)C(CS(=O)(=O)Cc1ccc(Cl)cc1)N2 (stereo not given)	20	-7
79	CCOC(=O)C1CCN(C(=O)COc2ccc(Br)cc2Br)CC1	10	0
80	CN(C)CCCN1CC(c2ccccc2)CC1=O (stereo not given)	35	6
81	CCc1nc2ccccc2n1CC(O)COc1ccccc1OC (stereo not given)	-2	-2
82	Cc1ccccc1OC(C)C(=O)NC1CC(C)(C)NC(C)(C)C1 (stereo not given)	-1	-4
83	C=CCOc1ccc(/C(O)=C2/C(=O)C(=O)N(CCN(CC)CC)C2c2ccc(C(C)(C)C)cc2)c(C)c1 (stereo not given)	16	4
84	C=CCn1c(=O)c2ccccc2n2c(SCCOCC)nnc12	-1	2
85	CCSCCOC(=O)C1=C(C)NC2=C(C(=O)CC(c3ccc(Cl)cc3)C2)C1c1ccc(N(C)C)cc1 (stereo not given)	5	14
86	COCCN(C(=O)CNC(=O)c1ccco1)C(C(=O)NC1CCCC1)c1ccc(F)cc1 (stereo not given)	3	-12
87	O=C(Nc1cccc(Cl)c1)c1cccc(S(=O)(=O)N2CCCCCC2)c1	-8	-7

entry	GPR151 ag	FBW7 activator
73	-0.1	-0.8
74	-0.9	0.0
75	-0.1	-0.9
76	-0.8	0.1
77	-1.7	0.2
78	-1.4	-0.3
79	-0.8	0.3
80	1.4	0.0
81	0.0	-0.1
82	0.7	-0.1
83	0.1	-0.1
84	-0.9	-0.3
85	0.8	-0.7
86	-0.8	0.1
87	0.4	-0.1
